# Screens from PubChem BioAssay.
# HIV peptide binding: inhibitors of HIV fusion peptide binding, primary screen, biochemical, uHTS, fluorescence dequenching (AID 1986). cell-free peptide binding, fluorescence dequenching, 30 min; higher % means a stronger effect. inhibition, % at 20 µM, or IC50 in µM where a hit was titrated. 290,000 compounds, 0.3% hits; in the data active means inhibition mostly above about 52%, no sharp cut-off; inactive means mostly below about 76%; further: some results filed as inactive read as strong as hits
# GPR35 arrestin U2OS: GPR35 antagonists blocking zaprinast-driven arrestin recruitment, primary screen, imaging, U2OS, beta-arrestin-GFP, zaprinast agonist (AID 2058) | G-protein coupled receptor 35 (Homo sapiens) | U2OS GPR35 beta-arrestin-GFP translocation imaging, zaprinast antagonism; higher % means a stronger effect | inhibition, % at 10 µM, or IC50 in µM where a hit was titrated | 290,000 compounds, 0.052% hits;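 active means inhibition of at least 50% with at least 30 cells and total cytoplasm GFP at most 10,000,000; inconclusive means under 30 cells or total GFP of 10,000,000 plus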
# HEK293 NOD2/NF-kB: NOD2 signaling inhibitors, cell-based, luminescence, uHTS, HEK293 (AID 1566) | HEK293 NOD2/NF-kB luciferase reporter, luminescence; higher % means a stronger effect | one-dose inhibition, % at 4 µM; EC50 in µM for titrated hits | 290,000 compounds, 0.63% hits; further: many of its hits are not listed in these tables
# NOD1 inhibition: NOD1 signaling inhibitors, primary screen, cell-based, luminescence, uHTS (AID 1578); NOD1-driven NF-kB luciferase reporter cells, luminescence; higher % means a stronger effect; inhibition, % at 4 µM; hits with a dose series show EC50 in µM; 290,000 compounds, 1% hits; in the data active means inhibition mostly above about 36%, no sharp cut-off; inactive means mostly below about 34%;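 further: HEK-293T reporter cells stimulated with the NOD1 agonist gamma-tri-DAP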
# Myeloid diff MLP: induction of myeloid progenitor differentiation, primary screen, cell-based, flow cytometry, MLPCN library. 360,000 compounds, 1% hits. calls only at 10 µM. ER-HoxA9 myeloid progenitors, lysozyme-GFP differentiation;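 active means normalized GFP-positive differentiation at or above the plate's own cutoff, the solvent-only control mean plus 3 SD; inconclusive means no clear call, values can overlap the other calls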;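 further: cells exposed to compound for four days before flow analysis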
# KOR beta-arrestin-1: KOR agonists, beta-arrestin recruitment, primary screen, cell-based, luminescence, uHTS (AID 1777); 280,000 compounds, 0.02% hits; KOR beta-arrestin recruitment, luminescence; higher % means a stronger effect; activation, % at 10 µM, or EC50 in µM where a hit was titrated; Kappa-type opioid receptor (Homo sapiens); in the data active means activation above about 50%, passing the limit was not always enough; further: a part of the inactive calls stands beside numbers as strong as those of hits
# GPR55 antagonists: GPR55 antagonists blocking LPI-driven arrestin recruitment, primary screen, imaging, U2OS, beta-arrestin-GFP, LPI agonist (AID 2013); G-protein coupled receptor 55 (Homo sapiens); U2OS GPR55 beta-arrestin-GFP translocation imaging, LPI antagonism; higher % means a stronger effect; inhibition, % at 10 µM; hits with a dose series show IC50 in µM; 290,000 compounds, 0.13% hits;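 active means spots per cell inhibited over 60%, with over 100 cells counted and total cytoplasm intensity under 500,000; inconclusive means wells with under 100 cells, flagged as likely toxic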;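 further: U2OS cells stably carrying GPR55 and arrestin-GFP stimulated by 5 µM LPI near EC80; imaged beta-arrestin-GFP aggregate spots per cell after agonist stimulation; plate controls were LPI-stimulated DMSO wells for no effect and DMSO wells without LPI for full effect; some results filed as inactive read as strong as hits; confirmed hits need IC50 under 10 µM and bright autofluorescent wells are also inconclusive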
# KOR beta-arrestin-2: KOR antagonists, beta-arrestin recruitment, cell-based, luminescence, uHTS (AID 1778). Kappa-type opioid receptor (Homo sapiens). one-dose inhibition, % at 10 µM; IC50 in µM for titrated hits. 290,000 compounds, 0.091% hits. KOR beta-arrestin recruitment, luminescence, antagonist mode; higher % means a stronger effect; further: strong numbers were not always called active
# GPR55 beta-arrestin: GPR55 agonists via beta-arrestin recruitment, primary screen, imaging, U2OS cells, beta-arrestin-GFP redistribution (AID 1961); G-protein coupled receptor 55 (Homo sapiens); U2OS GPR55 beta-arrestin-GFP redistribution imaging; higher % means a stronger effect; one-dose activation, % at 10 µM; EC50 in µM for titrated hits; 290,000 compounds, 0.048% hits;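 active means activation above 40% with more than 50 cells counted in the well; inconclusive means wells holding fewer than 50 cells, flagged as toxic or sparse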;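 further: U2OS osteosarcoma cells stably expressing GPR55 and beta-arrestin-GFP; plate controls were DMSO negative control for no effect and LPI positive control for full effect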
# Myeloid diff MLP GFP+ MAC1+ %: recorded beside Myeloid diff MLP, whose call it bears; GFP+ MAC1+ double positive, %; measured here: differentiation confirmed by MAC1 staining
# * marks the source's active call; other numbers are inactive results; i = inactive; u = inconclusive; x = no result given; [ ] = dose if it differs, or a comment. Unless noted, no stated cut-off is given here; in the data, active means inhibition above about 50%; inactive means the rest. A portion of the library; count on the stated rates, not on these rows.
smiles,HIV peptide binding,GPR35 arrestin U2OS,HEK293 NOD2/NF-kB,NOD1 inhibition,Myeloid diff MLP,Myeloid diff MLP GFP+ MAC1+ %,KOR beta-arrestin-1,GPR55 antagonists,KOR beta-arrestin-2,GPR55 beta-arrestin
CCCCCCSc1nc(O)c(C2OC(=O)c3c2ccc(OC)c3OC)c(=O)n1CC (stereo unspecified),6.8%,-1%,-62%,26%,i,0.7,-12%,3%,29%,-0.1%
Cc1ccccc1NC(=O)c1ccc(Cn2cc([N+](=O)[O-])cn2)o1,1.2%,2%,1%,-48%,i,0.1,6.8%,2%,-23%,-0.2%
CC(=O)N1CSCC1C(=O)N1CCN(c2ccc(N3CCOCC3)nn2)CC1 (stereo unspecified),2.7%,-14%,14%,-14%,i,2.3,7.0%,0%,-22%,-0.1%
CSc1cc(-c2ccc(Cl)cc2)c(C(=O)N2CCCC2)s1,-1.4%,2%,9%,-6%,i,1.7,1.2%,10%,-14%,0.1%
O=C(Nc1ccc(C(=O)N2CCOCC2)cc1)c1cc(-c2cccnc2)nc2ccc(Br)cc12,0.9%,-8%,15%,31%,i,0.4,0.4%,2%,-77%[20 µM],-0.1%
Cc1nnc(NC(=O)CSCc2ccccc2)s1,0.2%,-2%,-2%,14%,i,1.0,-1.1%,-28%,-104%,0.4%
O=C(CSc1nnc(CNC(=O)c2ccccc2F)o1)c1ccc(Cl)cc1,-2.3%,-14%,4%,-14%,i,0.8,-0.8%,9%,-25%,-0.1%
COc1ccc(/C=C2/SC(=S)N(CCCC(=O)Nc3ccc(O)cc3)C2=O)cc1,-1.2%,37%,-42%,-5%,i,0.8,1.9%,13%,20%,-0.3%
CCOc1ccc(N(C(C)C(=O)N2CCOCC2)S(C)(=O)=O)cc1 (stereo unspecified),0.3%,10%,0%,-18%,i,0.0,-6.7%,-2%,1%,-0.2%
CC(=O)Nc1ccc2nc(CN3CCN(CC=C(C)C)C(CCO)C3)ccc2c1 (stereo unspecified),3.1%,-6%,-23%,20%,i,0.3,-6.2%,11%,6%,0.0%
Cc1ccc(-c2nc(NCCN(C)C)c3ccccc3n2)cc1,1.5%,3%,-10%,-18%,i,0.4,-0.8%,-9%,-12%,0.3%
CCOC(=O)N1CCN(C(=O)c2ccc3c(c2)NC(=O)/C(=C/c2ccccc2)S3)CC1,-1.3%,16%,10%,4%,i,1.6,-4.2%,7%,-13%,-0.1%
COc1ccc(CCNS(=O)(=O)c2cc3c4c(c2)CC(=O)N4CCC3)cc1,-1.1%,3%,24%,-8%,i,1.4,-0.8%,18%,-15%,-0.1%
Cc1cc(C)n(C2=NS(=O)(=O)c3ccccc32)n1,2.9%,-11%,5%,-7%,i,0.5,-0.5%,6%,-9%,-0.1%
CCc1cc(C(=O)OC)c(NC(=O)CCC(=O)O)s1,1.1%,-4%,11%,-2%,i,0.6,-3.3%,-9%,-22%,0.2%
CCN(Cc1ccccc1)C(=O)c1ccc(SC)cc1OC,0.9%,1%,-5%,-32%,i,0.4,x,5%,1%[20 µM],-0.1%
CC(NC(=O)/C(C#N)=C/c1cn[nH]c1-c1ccccc1)c1ccccc1 (stereo unspecified),8.5%,-10%,2%,12%,i,1.4,-1.4%,13%,8%,-0.2%
CC(C)Cc1nc2sc3c(NCc4ccco4)ncnc3c2c2c1COC(C)(C)C2,-1.6%,-12%,10%,-25%,i,0.2,-1.4%,-4%,11%,0.6%
NCCc1nc(-c2ccccc2)cs1,0.5%,8%,-2%,-42%,i,0.4,2.6%,7%,-16%,0.0%
CC1CCCCN1C(=O)COC(=O)C1CCN(S(=O)(=O)c2c(Cl)cccc2Cl)CC1 (stereo unspecified),1.1%,-2%,9%,-4%,i,0.0,2.3%,-4%,-4%,-0.1%
CC1(C)CC(=O)C(C=NCCN2CCOCC2)=C(O)C1,-1.2%,-9%,1%,5%,i,1.2,13%,10%,18%,0.3%
O=C(C1CCN(c2nnc(-n3cccc3)s2)CC1)N1CCN(Cc2ccc3c(c2)OCO3)CC1,-0.7%,11%,-6%,7%,i,6.0,-1.7%,10%,-27%,-0.1%
CCN1C(=O)N(C)C2(c3ccccc3)N(C)C(=O)N(C)C12c1ccccc1 (stereo unspecified),-0.4%,-8%,1%,-21%,i,0.7,-3.9%,0%,-6%,0.3%
Cn1c(N2CCOCC2)cc(=O)n(C)c1=O,-0.5%,0%,8%,-4%,i,0.4,-0.3%,7%,8%,-0.1%
COc1ccc(CCNC(=O)CCC(=O)NC2CCCC(C)C2C)cc1OC (stereo unspecified),-1.3%,-12%,14%,13%,i,0.4,-1.1%,12%,-29%[20 µM],-0.1%
CN1c2ccccc2Oc2c(c(=O)n(C)c(=O)n2C)C1c1cccc([N+](=O)[O-])c1 (stereo unspecified),-2.3%,10%,28%,3%,i,0.5,2.2%,23%,12%,-0.1%
COc1ccc(Nc2nc(-c3ccc4c(c3)NC(=O)CO4)cs2)cc1,0.7%,-6%,4%,10%,i,0.7,3.5%,-9%,-13%,-0.6%
COc1cc(Cl)c(C)cc1NC(=O)CSc1nnc(-c2ccco2)n1CC(C)C,-0.2%,-8%,12%,5%,i,0.8,4.0%,-6%,4%,-0.2%
CCCSc1nsc(N)n1,-1.8%,4%,9%,4%,i,2.0,-1.9%,17%,-26%,0.2%
O=C(c1ccsc1)N1CCCC(N2CCN(c3ccccc3F)CC2)C1 (stereo unspecified),-0.5%,7%,2%,-20%,i,1.2,2.2%,11%,14%,0.2%

# Compound profiles (already shown). Order of screens: HIV peptide binding | GPR35 arrestin U2OS | HEK293 NOD2/NF-kB | NOD1 inhibition | Myeloid diff MLP | Myeloid diff MLP GFP+ MAC1+ % | KOR beta-arrestin-1 | GPR55 antagonists | KOR beta-arrestin-2 | GPR55 beta-arrestin
# Listed for CCN(Cc1ccccc1)C(=O)c1ccc(SC)cc1OC : 0.9% | 1% | -5% | -32% | i | 0.4 | x | 5% | 1%[20 µM] | -0.1%
# Listed for CN1c2ccccc2Oc2c(c(=O)n(C)c(=O)n2C)C1c1cccc([N+](=O)[O-])c1 (stereo unspecified) : -2.3% | 10% | 28% | 3% | i | 0.5 | 2.2% | 23% | 12% | -0.1%

# The main list resumes, starting two compounds before the break.
smiles,HIV peptide binding,GPR35 arrestin U2OS,HEK293 NOD2/NF-kB,NOD1 inhibition,Myeloid diff MLP,Myeloid diff MLP GFP+ MAC1+ %,KOR beta-arrestin-1,GPR55 antagonists,KOR beta-arrestin-2,GPR55 beta-arrestin
CCCSc1nsc(N)n1,-1.8%,4%,9%,4%,i,2.0,-1.9%,17%,-26%,0.2%
O=C(c1ccsc1)N1CCCC(N2CCN(c3ccccc3F)CC2)C1 (stereo unspecified),-0.5%,7%,2%,-20%,i,1.2,2.2%,11%,14%,0.2%
CC(=O)N1CCc2cc(Br)cc(S(=O)(=O)NCc3ccc(Cl)cc3)c21,-0.9%,-5%,4%,-21%,i,0.7,-4.1%,9%,-21%,-0.2%
CC1=[N+](C)c2ccc3ccccc3c2C1(C)C,2.8%,-12%,2%,-31%,u,x,12%,-2%,-56%,0.5%
Cn1ccnc1SCC(=O)Nc1nc2ccccc2s1,0.7%,8%,-58%,-57%,i,0.2,6.5%,-14%,-41%[20 µM],0.3%
CCOc1ccc2nc(NC(=O)c3cccc(-c4cc5ccccc5oc4=O)c3)sc2c1,0.0%,15%,-78%,-53%,i,0.6,49%,-9%,-77%,0.0%
Cc1ccc(NC(=O)OCCN2CCN(Cc3ccccc3)CCC2=O)cc1,-1.0%,-5%,8%,-28%,i,1.6,3.3%,4%,-42%,0.1%
Fc1ccc(CNc2ccc(CNc3ncn[nH]3)cc2)cc1,0.9%,1%,-23%,-14%,i,0.8,5.3%,-14%,-11%,-0.1%
COc1ccccc1OCc1cc(C(=O)N2CC3C[C@@H]4CC2C[C@H](C3)C4)no1,2.5%,14%,-36%,-45%,i,3.0,4.7%,-1%,-35%,-0.1%
COc1ccc(CCNC(=O)COc2nsnc2N2CCOCC2)cc1OC,2.1%,0%,8%,-34%,i,0.5,-4.2%,8%,92%,0.3%
Cn1c(CNC(=O)CCNC(=O)c2ccc(F)c(F)c2)cc(=O)n(C)c1=O,-0.3%,-9%,-18%,31%,i,5.7,14%,6%,-7%,0.4%
C=CCOn1c(C)c(C(C)=O)c2c3no[n+]([O-])c3ccc21,0.1%,-10%,17%,-5%,i,0.4,-3.6%,-5%,-26%,-0.4%
CN(C(=O)COc1cc(=O)n(C)c2ccccc12)c1ccc(Cl)cc1,-0.3%,-8%,22%,-7%,i,3.4,2.2%,3%,-4%,1.0%
COc1ccc(NC(=S)N(CCO)Cc2cc3c(C)cc(C)cc3[nH]c2=O)cc1,0.3%,9%,-15%,-9%,i,0.1,5.2%,10%,-11%,-0.1%
CC1CCCN(C(=O)Cn2nnc(-c3ccc(S(C)(=O)=O)cc3)n2)C1 (stereo unspecified),-0.8%,21%,0%,-21%,i,0.6,-3.2%,-5%,-15%,0.4%
CCOC(=O)c1c(NC(=O)Cn2nnc(-c3ccc(Cl)cc3)n2)sc(CC)c1C,1.9%,-7%,1%,-48%,i,1.0,-1.4%,4%,-26%,-0.1%
COCCn1c(NCc2ccc(C)cc2)nc2c1c(=O)[nH]c(=O)n2C,-1.0%,-7%,11%,-27%,i,1.2,-4.8%,-10%,-11%,-0.1%
COc1cccc(NC(=S)NCc2ccc(F)cc2)c1,-0.6%,2%,3%,10%,i,0.2,10%,-8%,-57%[20 µM],-0.4%
CCCCn1c(-c2csc3c2CCCC3)n[nH]c1=S,0.1%,-5%,10%,13%,x,x,-2.9%,-12%,-19%,0.6%
COc1ccc(CCNC(=O)CN2C(=O)c3ccccc3S2(=O)=O)cc1,-0.6%,-11%,22%,-4%,i,0.9,-3.1%,10%,-5%,-0.3%
CC1CCC(NC(=O)CCCCn2c(=O)[nH]c3ccsc3c2=O)CC1 (stereo unspecified),-0.4%,12%,12%,21%,u,x,1.7%,1%,-27%,-0.1%
CCOC(=O)C1(C)NC(c2ccco2)C2C(=O)N(c3ccc(C)cc3)C(=O)C21 (stereo unspecified),4.6%,-8%,11%,-25%,i,1.9,-4.3%,9%,-2%,-0.1%
Cc1cc(NC(=O)c2ccc(F)cc2)n(-c2ccccc2)n1,1.0%,8%,20%,12%,x,x,-0.8%,70%,2%,-0.1%
